GLP1R ag = activates the human GLP-1 receptor. P43220. HEK293 GLP-1R CRE-luciferase, luminescence, 4-6 h; cells express a hypersensitive GLP-1R form. Potency, µM (top dose mostly 45.6 µM), for inactives: top-dose activation, actives largely listed as activators. 0.007% of 380,000 active; also: potency is read from the fitted curve at half-maximal effect; % of control where 0% means no effect
Target sequence (P43220 whole entry, looked up): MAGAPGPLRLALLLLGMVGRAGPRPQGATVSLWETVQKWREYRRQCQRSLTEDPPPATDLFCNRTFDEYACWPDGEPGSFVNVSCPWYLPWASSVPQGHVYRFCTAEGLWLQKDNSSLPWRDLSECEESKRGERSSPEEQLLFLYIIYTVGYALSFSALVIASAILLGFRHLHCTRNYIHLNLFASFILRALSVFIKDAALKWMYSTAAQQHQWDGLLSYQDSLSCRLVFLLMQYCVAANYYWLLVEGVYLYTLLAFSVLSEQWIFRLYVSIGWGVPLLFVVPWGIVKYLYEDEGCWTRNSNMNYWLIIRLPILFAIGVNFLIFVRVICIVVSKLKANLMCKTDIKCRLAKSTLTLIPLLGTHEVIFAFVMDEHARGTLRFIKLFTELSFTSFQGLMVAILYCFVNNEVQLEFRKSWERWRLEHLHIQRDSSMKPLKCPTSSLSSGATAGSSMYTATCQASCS
PTHR1 agonist = activates the human parathyroid hormone receptor PTHR1. Q03431. HEK293 GP2 PTHR1 cells, GloSensor cAMP luminescence, 1 h. Potency, µM (top dose mostly 115 µM), without a hit: top-dose activation, most hits filed as activators. 0.075% of 410,000 active. AID 743266; also: potency is read from the fitted curve at half-maximal effect; nearly all actives have a fitted effect of over 55% in size; some results filed as inactive show a strong effect at the top dose; inactives centre near -15; many of its hits are not listed in these tables
Target sequence (Q03431 whole entry, looked up): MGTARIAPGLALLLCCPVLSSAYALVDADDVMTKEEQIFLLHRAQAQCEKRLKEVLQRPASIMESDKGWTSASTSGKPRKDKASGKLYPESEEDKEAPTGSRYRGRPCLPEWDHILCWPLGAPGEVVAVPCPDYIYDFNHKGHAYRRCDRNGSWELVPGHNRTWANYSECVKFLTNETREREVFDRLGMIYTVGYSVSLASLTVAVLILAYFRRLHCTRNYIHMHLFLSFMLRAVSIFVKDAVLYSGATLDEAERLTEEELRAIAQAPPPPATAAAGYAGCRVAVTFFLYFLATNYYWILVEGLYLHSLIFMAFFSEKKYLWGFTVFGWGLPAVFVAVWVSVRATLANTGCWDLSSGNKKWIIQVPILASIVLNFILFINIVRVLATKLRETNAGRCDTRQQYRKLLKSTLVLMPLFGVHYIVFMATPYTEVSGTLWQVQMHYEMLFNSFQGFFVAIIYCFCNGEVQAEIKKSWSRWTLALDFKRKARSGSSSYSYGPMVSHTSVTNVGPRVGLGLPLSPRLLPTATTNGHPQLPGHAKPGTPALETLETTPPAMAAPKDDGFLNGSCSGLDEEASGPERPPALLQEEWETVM
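HEK-293-derived GP2 cells expressing PTHR1 and a GloSensor cAMP reporter, 3,000/well, plated overnight, given luciferin plus IBMX (each 0.5 mM as added) for 1 h at 37 °C, then compound for 1 h at 37 °C. Luminescence was read after 15 min at room temperature.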
GLP1R inv ag = GLP-1 receptor (human) inverse agonism; P43220; HEK293 GLP-1R CRE-luciferase, luminescence, 24 h; GLP-1R form is constitutively active; Potency, µM (series often up to 38.3 µM), without a hit: at the top dose activity change, negative = inhibition, usual class: inhibitors; 1.6% of 410,000 active; AID 624417; also: potency is read from the fitted curve at half-maximal effect; % is scaled to controls: 0 for no effect and ±100 for the full control effect; nearly all actives have a fitted effect of over 55% in size
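HEK293 cells stably co-expressing constitutively active GLP-1R and a cAMP-responsive luciferase reporter were seeded in DMEM with 10% Nu serum, given compounds after 12 h, and incubated 24 h at 37 deg C. Luminescence was then read.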
aSyn yeast inh = alpha-synuclein toxicity inhibition in yeast; Potency, µM (series often up to 46.1 µM), without a hit: at the top dose growth rescue (activation), actives largely listed as activators; 0.14% of 370,000 active; Yeast expressing alpha-synuclein, growth rescue, BacTiter-Glo, 24 h; also: potency is read from the fitted curve at half-maximal effect; % of control where 0% means no effect; nearly all actives have a fitted effect of over 65% in size
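Readout is rescue of growth in alpha-synuclein-expressing yeast, so inhibitors of toxicity appear as activators. Growth after 24 hr at 30 deg C in galactose medium is quantified by luminescence.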
Akt phos inh = blocks phosphorylation of Akt | 0.32% of 360,000 active | Neuro2A IGF-stimulated pAkt S473 HTRF, 20 min; hits give low values | activity change, % for hits at 50 µM; in the data active = activity change below about -80%; inconclusive = mostly about -51% to -80%; also: % is scaled to controls: 0 for no effect and ±100 for the full control effect
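Neuro2A cells in DMEM with 0.5% FBS, overnight at 37 deg C, given compound at single 50 µM final, then IGF (6 nM final) for 20 min at 37 deg C. Lysed; phospho-Akt Ser473 by HTRF after 24 h, 665/615 ratio.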
DRD3 antagonist = D3 dopamine receptor (human) antagonism; max response, negative = inhibition, %; D3R cells, DiscoveRx beta-arrestin luminescence, antagonist mode; hits give low values; 2.5% of 360,000 active; P35462; in the data active = max response below about -50%; inconclusive = no clear call, values can overlap the other calls; also: % is scaled to controls: 0 for no effect and ±100 for the full control effect; mostly tested at two doses, the higher about 12 µM
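Cells plated overnight at 1500 cells/well, then exposed to library compounds with dopamine controls for 90 minutes at 37 degrees C. DiscoveRx reagent added for 30–60 minutes at room temperature; luminescence read, quantitative HTS format.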
TDP43 rescue = inhibitors of TDP-43 toxicity in yeast | TDP-43 expressing yeast growth rescue, BacTiter-Glo, 24 h | Potency, µM (highest dose often 46.1 µM), inactives show at the highest dose growth rescue (activation), hits mostly activators | 1.8% of 410,000 active; also: potency is read from the fitted curve at half-maximal effect; % of control where 0% means no effect; nearly all actives have a fitted effect of over 50% in size
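Galactose-induced TDP-43 yeast, OD600=0.02, compound pinned; 24 hr, 30 deg C; BacTiter-Glo luminescence for growth. Inhibitors of TDP-43 toxicity read as activators.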
Abeta yeast res = A-beta toxicity reversal in yeast. yeast expressing A-beta42, growth rescue, OD600, 48 h; response scale: 0% DMSO, 100% iron-clioquinol control. Potency, µM (doses to about 46.1 µM), for the others: top-dose growth rescue, hits mostly activators. 0.063% of 410,000 active; also: potency is read from the fitted curve at half-maximal effect; nearly all actives have a fitted effect of over 55% in size
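Growth rescue measured by 600 nm absorbance after 48 h yeast culture at 30 C with compound. Values normalized between DMSO and an equimolar ferric chloride plus clioquinol control.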
FUS suppressor = FUS proteinopathy suppression in yeast; S. cerevisiae FUS-expressing, growth rescue, OD600, 24 h; Potency, µM (highest dose often 76.6 µM), for inactives: at the highest dose growth rescue (activation), actives largely listed as activators; 0.24% of 390,000 active; AID 1347120;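 also: potency is read from the fitted curve at half-maximal effect; plate controls were DMSO vehicle for no effect and reference control for full effect; nearly all actives have a fitted effect of over 55% in size; some results filed as inactive show a strong effect at the top dose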
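Absorbance at 600 nm, taken 24hr after compound addition, measured rescue of FUS-yeast growth at 30C. Induction used 2% galactose with seeding at OD 0.005. Controls: CP55940 from 92uM final, DMSO only.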
Active calls of the source: *; i = inactive; u = inconclusive; x = not tested or not shown; & = joins results of further samples; [ ] = remark or other dose. Unless noted, calls follow the shape of the dose curve; as a rule, active = well fitted curve in the direction sought with a large enough effect; inconclusive = small, poorly fitted or top-dose-only effect, or another doubt; inactive = no such curve, though single readings can be large; an effect the other way counts as inactive or inconclusive. A portion of the library. The share of hits here may be higher or lower than overall.

SMILES	GLP1R ag	PTHR1 agonist	GLP1R inv ag	aSyn yeast inh	Akt phos inh	DRD3 antagonist	TDP43 rescue	Abeta yeast res	FUS suppressor
O=C(Nc1ccccc1C(F)(F)F)c1cc(-c2ccc3c(c2)OCCO3)on1	x	-15%	37%[activator]	x	x	x	-1%	-23%	-3%
Nc1c(C(=O)CSc2nnnn2-c2ccc(O)cc2)c(=O)[nH]c(=O)n1C1CC1	-6%	-1%	2%	-3%	i	-14	2%	3%	11%
Cc1ccc(C(c2nnnn2C2CCCCC2)N2CCc3ccccc32)cc1 (stereo unspecified)	-2%	i	u	-1%	i	4	-7%	18%	8%
O=C1CCCN2N=C(SCC(=O)Nc3ccc(Br)cc3)SC2=N1	1%	-32%[inhibitor]	7%	-1%	i	7	-6%	2%	-7%
COc1ccc(/C(C)=N/Nc2nc3ccccc3nc2C)cc1	14%	i	u	9%	i	-18	-17%	13%	26%
Cc1ccccc1-c1nc(CS(=O)(=O)CC(=O)Nc2cccc(C(F)(F)F)c2)c(C)o1	0%	-18%	-25%	x	x	x	6%	-5%	4%
O=C(Cn1c(=O)oc2cc(S(=O)(=O)NC3CCCC3)ccc21)Nc1ccc(F)c(F)c1	x	i	6%	x	x	x	20%	-7%	8%
Cc1nn(C)cc1C(C(=O)NC1CCCCC1)N(Cc1ccccc1Cl)C(=O)c1cnccn1 (stereo unspecified)	2%	0%	9%	-5%	i	u	12%	-5%	-4%
CC1CC(C)CN(C(=O)COC(=O)c2nn(C)c(=O)c3ccccc23)C1 (stereo unspecified)	1%	i	1%	5%	i	17	0%	22%	6%
O=C(OCC(=O)N1CCN(C(=O)COC(=O)c2ccccc2NCCO)CC1)c1ccccc1NCCO	-8%	-19%	-1%	0%	i	7	13%	4%	4%
CCC(CC)NC(=O)CSc1ccc(S(=O)(=O)N2CCOCC2)cn1	4%	-3%	-8%	0%	i	1	6%	-6%	-12%
COCCCNC(=O)C(=O)Nc1cc2c3c(c1)CCN3C(=O)CC2	0%	i	11%	0%	x	4	16%	1%	-20%
CC(C)Cn1c(CCC(N)=O)nnc1SC(C)C(=O)Nc1ccc2c(c1)OCO2 (stereo unspecified)	15%	i	19%	4%	i	-2	15%	2%	-6%
Cc1ccc(-c2nc(N)c3c(-c4ccc(C)cc4)nn(C(C)(C)C)c3n2)cc1	2%	-3%	12%	5%	i	1	17%	11%	x
C=CCN1C(=O)CSc2ccc(C(=O)NC3CCCCC3)cc21	8%	-27%	-25%	-2%	i	-17	-15%	0%	12%
COc1ccc(-c2nc3cc([N+](=O)[O-])ccc3o2)cc1	3%	i	34%[activator]	-8%	i	6	14%	-7%	-5%
COc1cc(C(=O)NCCCN(C)C)ccc1OCC(=O)Nc1cccc(C(F)(F)F)c1	16%	i	u	-1%	i	-6	-9%	-1%	6%
COc1ccc(Cl)cc1NC(=O)c1cc(-c2ccccc2)on1	1%	i	0%	-4%	i	-2	-8%	-13%	-14%
O=C(CNC(=O)C1CCCCC1)Nc1ccc(F)c(Cl)c1	-3%	i	-14%	-3%	i	-5	4%	23%	9%
Cc1noc(NS(=O)(=O)c2ccc(NC(=O)CCn3c(=O)oc4ccccc43)cc2)c1C	-1%	i	u	0%	i	-11	1%	10%	-18%
Cc1ccc2[nH]c(=O)c(C(c3nnnn3C(C)(C)C)N(Cc3ccco3)CC3CCCO3)cc2c1 (stereo unspecified)	-4%	-12%[57.5 µM]	0%	0%	u	11	-20%	10%	14%
Cc1ccc(C)c(S(=O)(=O)NCC(=O)OCC(=O)Nc2sccc2C(N)=O)c1	-12%	-6%	0%	1%	i	-8	8%	5%	32%
Cc1cccc2sc(N(CCCN(C)C)C(=O)c3ccco3)nc12	15%	-17%	u	-1%	i	-13	-10%	-17%	12%
O=C(NCc1ccccc1)NC1(C(=O)N2CCCC2)CCCCC1	-5%	-1%	3%	1%	i	-2	-15%	-2%	-5%
Nc1c(N(CCC2=CCCCC2)C(=O)C2CC2)c(=O)[nH]c(=O)n1Cc1ccccc1	-18%	i	4%	0%	i	13	-11%	6%	22%

One compound at a time, from the list above. Order of screens: GLP1R ag	PTHR1 agonist	GLP1R inv ag	aSyn yeast inh	Akt phos inh	DRD3 antagonist	TDP43 rescue	Abeta yeast res	FUS suppressor
Shown for O=C(NCc1ccccc1)NC1(C(=O)N2CCCC2)CCCCC1 = -5%	-1%	3%	1%	i	-2	-15%	-2%	-5%
Shown for Cc1ccccc1-c1nc(CS(=O)(=O)CC(=O)Nc2cccc(C(F)(F)F)c2)c(C)o1 = 0%	-18%	-25%	x	x	x	6%	-5%	4%
Shown for Nc1c(N(CCC2=CCCCC2)C(=O)C2CC2)c(=O)[nH]c(=O)n1Cc1ccccc1 = -18%	i	4%	0%	i	13	-11%	6%	22%
Shown for O=C1CCCN2N=C(SCC(=O)Nc3ccc(Br)cc3)SC2=N1 = 1%	-32%[inhibitor]	7%	-1%	i	7	-6%	2%	-7%

The listing picks up, starting 3 compounds before the break.
SMILES	GLP1R ag	PTHR1 agonist	GLP1R inv ag	aSyn yeast inh	Akt phos inh	DRD3 antagonist	TDP43 rescue	Abeta yeast res	FUS suppressor
Cc1cccc2sc(N(CCCN(C)C)C(=O)c3ccco3)nc12	15%	-17%	u	-1%	i	-13	-10%	-17%	12%
O=C(NCc1ccccc1)NC1(C(=O)N2CCCC2)CCCCC1	-5%	-1%	3%	1%	i	-2	-15%	-2%	-5%
Nc1c(N(CCC2=CCCCC2)C(=O)C2CC2)c(=O)[nH]c(=O)n1Cc1ccccc1	-18%	i	4%	0%	i	13	-11%	6%	22%
CC1CCN(CC(=O)Nc2ccc(Cl)cc2[N+](=O)[O-])CC1	6%	i	26%	-4%	i	-10	12%	-9%	1%
CCOc1ccc(CNC(=O)C2=Cc3cc(Br)ccc3OC2)cc1OC	x	-33%[inhibitor]	u	x	x	x	0%[9.22 µM]	-1%	9%
OC(COc1ccc(Br)cc1)CN1CCC(Cc2ccccc2)CC1 (stereo unspecified)	-1%	0%	u	4%	i	u	12%	9%	5%
COc1ccccc1C(=O)NCCn1cc(SCC(=O)Nc2nnc(C)s2)c2ccccc21	1%	i	0%	-7%	i	-4	-8%	-4%	53%
COc1ccc(NC(=O)CC(c2ccco2)C(C)C)cc1 (stereo unspecified)	7%	i	u	6%	i	-28	27%	-8%	6%
CC(C)(C)c1ccc(S(=O)(=O)N2CCN(C(=O)c3ccc4c(c3)C(=O)N(Cc3ccncc3)C4=O)CC2)cc1	7%	i	13%	-7%	i	0	-16%	-8%	16%
Cc1ccc(NC(=O)c2cc(C)nc3ccccc23)cc1	18%	i	-29%	11%	i	23	25%	-5%	-18%
COC(=O)[C@H](NC(=O)c1cc(-c2ccccc2)nc2ccccc12)c1ccccc1	1%	-3%	-24%	2%&0%	i	31	18%	-7%	-5%
CC(C)c1ccc(NC(=O)CN2C(=O)NC3(CCCCCCC3)C2=O)cc1	0%	-12%	u	13%	i	-8	10%	10%	x
O=C1CCCc2ccccc2N1Cc1ccc(Cl)cc1Cl	-6%	-10%	11µM*	17%	i	0	16%	-4%	26%
O=C(O)c1cccc(Nc2ncnc3ccccc23)c1	-3%	12%[57.5 µM]	-16%	-3%	i	-23	-24%	-6%	2%
Cc1ccc2c(c1)nc(NCCO)n2C	7%	-2%[57.5 µM]	2%	0%	i	12	-4%	3%	13%
C=CCn1c(SCn2nnc3ccccc3c2=O)nnc1-c1ccc(Cl)cc1	-3%	i	0%	0%	i	19	-6%	-10%	10%
Cc1[nH]ccc(=O)c1OCc1ccccc1	6%	-24%	8%	-2%	i	7	7%	-2%	2%
COc1ccc(-c2[nH]ncc2CN(CCO)Cc2cccs2)c(F)c1	13%	i	-18%	0%	i	4	13%[9.22 µM]	-5%	-8%
COc1ccc(-c2cc(C(=O)N3CCN(c4ccccc4O)CC3)c3ccccc3n2)cc1OC	17%	-22%	u	8%	i	26	u	1%	u
Cn1cc(C2OC(=O)c3ccccc32)c2ccccc21 (stereo unspecified)	9%	i	u	21%	i	-14	u	-3%	15%
Cc1ccc(SCC(=O)NC2CC2)cc1	-1%	i	30%[activator]	0%	i	-7	12%	7%	-9%
O=C(NCCS(=O)(=O)N1CCN(c2ccccc2)CC1)c1cccs1	6%	-5%	-30%	9%	i	3	-28%	-8%	16%
Cc1ccc(SCc2cc(=O)[nH]c(/N=C(\N)Nc3ccccc3Sc3ccccc3)n2)cc1	1%	-4%	36%[activator]	6%	i	26	6%	-1%	x
COc1ccc(C2=Cc3ccc(OC(C)=O)cc3OC2)cc1	-1%	-9%	37%[activator]	5%	i	56	u	-12%	x

Reformatted with two lines to a compound: 4 of the compounds above
Each structure is followed by: GLP1R ag | PTHR1 agonist | GLP1R inv ag | aSyn yeast inh | Akt phos inh | DRD3 antagonist | TDP43 rescue | Abeta yeast res | FUS suppressor
COc1ccc(-c2cc(C(=O)N3CCN(c4ccccc4O)CC3)c3ccccc3n2)cc1OC
→ 17% | -22% | u | 8% | i | 26 | u | 1% | u
Cn1cc(C2OC(=O)c3ccccc32)c2ccccc21 (stereo unspecified)
→ 9% | i | u | 21% | i | -14 | u | -3% | 15%
Cc1ccc(SCC(=O)NC2CC2)cc1
→ -1% | i | 30%[activator] | 0% | i | -7 | 12% | 7% | -9%
O=C(NCCS(=O)(=O)N1CCN(c2ccccc2)CC1)c1cccs1
→ 6% | -5% | -30% | 9% | i | 3 | -28% | -8% | 16%

Assay outcomes from PubChem.
